Screening data as filed in PubChem.
p53ts 32C tox: qHTS Screen for Compounds that Selectively Target Cancer Cells with p53 Mutations: Cytotoxicity of p53ts Cells at the Permissive Temperature; H1299-p53A138V at 32C, ATP luminescence viability, 24 h; Potency, µM (doses to about 46.1 µM), inactives show at the highest dose activity change, negative = cytotoxicity, hits mostly cytotoxic; 130,000 tested, 0.93% active;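 further: 0% = DMSO and -100% = full killing by reference compound; nearly all actives have a fitted effect of over 55% in size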
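Viability by ATPlite luminescence after 24 h compound treatment (up to 46 uM) at the permissive 32C. Cells are H1299 carrying p53 A138V. Scale runs from DMSO basal to 100 uM tamoxifen as full kill; AC50 from Hill fits.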
IkB signaling: IkB Signaling; ABC-DLBCL IkBa-CBG/CBR dual luciferase ratio, 4 h; response scale: scaled: untreated 0%, proteasome inhibitor 100%; Potency, µM (titrated, usually from 57.1 µM), without a hit: at the top dose IkBa stabilization activation; 110,000 tested, 0.04% active; AID 445, 2006; active means well fitted curve in the direction sought with a large enough effect in the signal ratio, not every such curve was filed as active; inconclusive means small, poorly fitted or top-dose-only effect, or a change in a side signal; the % refers to the signal ratio;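 further: the direction sought is a rising ratio; 0% = basal untreated cells and 100% = reference inhibitor full response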
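In this assay, an IκBα–CBG68 fusion accumulates when IKK-driven degradation is blocked; native CBR normalizes for cell number. OCI-Ly3 cells were treated 4 h with compound and doxycycline, then green and red light read after Chroma-Glo addition.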
Peg3 imprint: qHTS Assay for Compounds that Induce Erasure of Genomic Imprints | mouse ES Peg3-LacZ reporter, beta-gal luminescence, 40 h | Potency, µM (titrated, usually from 60.7 µM), without a hit: at the top dose activity change, positive = activation, hits mostly activators | 110,000 tested, 0.02% active | AID 1948, 2009;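 further: 0% = negative control wells on the plate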
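Each well holds 300 Peg3LacZ-Neo (maternal) female ES cells incubated 40 h at 37C, 5% CO2. LacZ is measured by BetaGlo luminescence, with AC50 and maximum efficacy derived from dose-response curves.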
p53ts 39C kill: qHTS Screen for Compounds that Selectively Target Cancer Cells with p53 Mutations: Cytotoxicity of p53ts Cells at the Nonpermissive Temperature | 130,000 tested, 1.5% active | Potency, µM (doses to about 46.1 µM), for inactives: at the top dose activity change, negative = cell killing, actives largely listed as cytotoxic | H1299-p53A138V viability at 39C, ATP luminescence, 24 h | AID 902, 2007; further: nearly all actives have a fitted effect of over 55% in size
Starred values were filed as active, the others as inactive; u = inconclusive; x = no result given; & = joins results of further samples; [ ] = dose if it differs, or a comment. Unless noted, the call rests on the fitted dose curve; in most records, active means well fitted curve in the direction sought with a large enough effect; inconclusive means small, poorly fitted or top-dose-only effect, or another doubt; inactive means no such curve, though single readings can be large; an effect the other way counts as inactive or inconclusive. Unless noted, on the % scale 0 is the no-effect control and ±100 the full control effect; potency means the concentration at half of the fitted maximal effect.

Second line of a record: IkB signaling | p53ts 39C kill | p53ts 32C tox | Peg3 imprint
- Cc1nn(C)c(C)c1P(=S)(c1c(C)nn(C)c1C)N(C)C
 : 0.9% | -4% | 8% | 5%
- CCOc1ccc(CCNC(=O)c2cnc3sc(N4CCCC4)nn3c2=O)cc1
 : u | u | -15% | -12%[10.9 µM]
- O=C(CCCC1=NS(=O)(=O)c2ccccc2N1)N1CCC2(CC1)OCCO2
 : -0.4% | -6% | -5% | -4%
- CC(C)Sc1nnc([C@@H](N)Cc2c[nH]c3ccccc23)o1
 : -2.5% | -3% | 0% | -9%
- Cc1ccc(OCC(=O)N2CCN(CCc3ccncc3)CC2)cc1
 : u | 4% | -4% | -12%[10.9 µM]
- NNC(N)=S
 : -0.9% | -6% | -2%[1.84 µM] | -2%
- CCOC(=O)C1=C(N)OC2=C(C(=O)CC(C)(C)C2)C12C(=O)Nc1ccccc12 (stereo not drawn)
 : x | 1% | 2% | x
- CCCN1[C@@H]2C[C@@H](O)CC[C@@H]2C[C@H]1C(=O)OC
 : x | 3% | 7% | -9%
- Cc1ccccc1-n1c(/C=C/c2ccccc2F)nc2ccccc2c1=O
 : u | u | 13% | -4%[10.9 µM]
- CCCCOC(=O)c1ccccc1C(=O)OCCCC
 : -0.2% | 8% | 7%[1.84 µM] | 3%&3%
- Cc1ccc(CN2CC3CC(C2)c2cccc(=O)n2C3)cc1 (stereo not drawn)
 : 2.4% | 3% | 4% | -8%
- CCCCc1ccc(C(=O)O)nc1
 : -0.1%[11.4 µM] | -1% | -2% | -21%
- Cc1sc2ccccc2c1CC1=NCCN1
 : -4.3% | 7% | 5% | -41%[inhibitor]
- O=c1c2ccccc2nc(-c2cccs2)n1-c1cnccn1
 : 0.1% | 10% | 0% | u
- Clc1cnc(Oc2ccc(Oc3ncc(Cl)cc3Cl)cc2)c(Cl)c1
 : -2.3% | 5% | 8% | -19%
- N[C@@H]1CCc2cc(O)c(O)cc2C1
 : -1.3% | 16% | 6% | x
- C[C@]12CCC(=O)C[C@@H]1CC[C@@H]1[C@@H]2CC[C@]2(C)[C@@H](O)CC[C@@H]12
 : -0.5% | 4% | 0%[1.84 µM] | -12%
- CCOP(=S)(OCC)Oc1ccc([N+](=O)[O-])cc1
 : -2.8%&-1.2% | -3%&3% | -2%&4%[1.84 µM] | -7%&-3%
- COc1cc2c(cc1O)[C@H]1Cc3ccc(OC)c(O)c3CN1CC2
 : u | -27%[20.6 µM] | -19%[20.6 µM] | -24%[16.8 µM]
- CC[N+](=O)[O-]
 : -1.8% | -4% | 1%[1.84 µM] | 3%
- c1cncc(CNC2=NCCCCC2)c1
 : 1.1% | -6% | 2% | 10%
- O=C(CCCN1CCC(n2c(=O)[nH]c3ccccc32)CC1)c1ccc(F)cc1
 : -1.3%[25.6 µM] | 9%[20.6 µM] | -1%[20.6 µM] | 10%[16.8 µM]
- CC(=O)Oc1ccccc1C(=O)Nc1ncc([N+](=O)[O-])s1
 : u | u | 6%[1.84 µM] | -94%[inhibitor]
- Cc1cc(OC(=O)CCNC(=O)OC(C)(C)C)c2c3c(c(=O)oc2c1)CCC3
 : -1.4% | 1% | 10% | -18%
- O=C1/C(=C\c2ccccc2)C[C@@]2(O)[C@H]3Cc4ccc(O)c5c4[C@@]2(CCN3CC2CC2)[C@@H]1O5
 : u | -9% | -80% | -35%[inhibitor]
- COc1ccc(-c2cc(C(F)(F)F)n3nc(C(=O)N4CCC5(CC4)OCCO5)cc3n2)cc1OC
 : -3.9% | 8% | 4% | -7%
- NCCc1ccc(O)cc1
 : -0.4%&-1.1%&4.4% | -4%&12%&14% | -11% | -12%&-4%&1%&-10%
- C[C@]12CCC3C(CC[C@]4(O)C[C@@H](O)CC[C@]34C=O)[C@@]1(O)CC[C@@H]2C1=CC(=O)OC1 (stereo partly drawn)
 : x | u | -28% | -5%
- Cn1c(C(=O)N2CCC(C(=O)N3CCC4(CC3)OCCO4)CC2)cc2sccc21
 : -0.3% | -8% | -9% | 8%
- O=C(Oc1ccccc1)N1CCC2(CCCN(Cc3ccccc3)C2)CC1
 : 1.5%[11.4 µM] | -2% | -12% | x

Brought forward from above: two entries, followed by the next part.
Second line of a record: IkB signaling | p53ts 39C kill | p53ts 32C tox | Peg3 imprint
- Cn1c(C(=O)N2CCC(C(=O)N3CCC4(CC3)OCCO4)CC2)cc2sccc21
 : -0.3% | -8% | -9% | 8%
- O=C(Oc1ccccc1)N1CCC2(CCCN(Cc3ccccc3)C2)CC1
 : 1.5%[11.4 µM] | -2% | -12% | x
- CC(=NCc1ccc2c(c1)OCO2)c1c(O)[nH]c(=O)[nH]c1=O
 : -2.5% | 6% | -8% | 0%
- CN1C(=O)C(Cc2ccsc2)C(=O)N(C)C1=O
 : 12% | -7% | 4% | -10%
- N#Cc1nn(-c2c(Cl)cc(C(F)(F)F)cc2Cl)c(N)c1S(=O)C(F)(F)F (stereo not drawn)
 : x | 28% | 4% | -16%&-17%
- CCCCn1c(N)c(C(=O)NCCN2CCOCC2)c2nc3ccccc3nc21
 : u | -1% | 4% | -12%
- O=C1c2ccccc2C2(c3ccc(Cl)cc3)NCCN12 (stereo not drawn)
 : 0.3% | -11% | 1% | -5%
- C=C(C)C#N
 : 3.4% | 15% | 4%[1.84 µM] | -7%
- O=C1c2ccccc2-c2cccc3cccc1c23
 : x | -3% | 0% | 5%
- Cc1ccc2c(c1)C1CN(C)CCC1N2S(=O)(=O)c1ccccc1 (stereo not drawn)
 : 0.3% | 10% | 2% | -3%
- c1ccc(-c2cc3c(nc2-c2ccccc2)CCNC3)cc1
 : x | -8%[9.22 µM] | -3%[9.22 µM] | x
- CCS(=O)(=O)Nc1cccc(C(=C2CCCCC2)c2cnc[nH]2)c1
 : -2.6% | 13% | 18% | -14%
- CCOC(=O)C1CN(C)CCC1=O (stereo not drawn)
 : 2.3% | 10% | -2% | -15%
- ClCC(Cl)CCl
 : -1.3% | 9% | 12%[1.84 µM] | 10%
- c1cnc(N2CC3(CCNCC3)C2)nc1
 : -1.7%[11.4 µM] | -1% | 6% | x

18 entries out of the list, arranged by SMILES length, descending:
Second line of a record: IkB signaling | p53ts 39C kill | p53ts 32C tox | Peg3 imprint
- C[C@]12CCC3C(CC[C@]4(O)C[C@@H](O)CC[C@]34C=O)[C@@]1(O)CC[C@@H]2C1=CC(=O)OC1 (stereo partly drawn)
 : x | u | -28% | -5%
- COc1ccc(-c2cc(C(F)(F)F)n3nc(C(=O)N4CCC5(CC4)OCCO5)cc3n2)cc1OC
 : -3.9% | 8% | 4% | -7%
- N#Cc1nn(-c2c(Cl)cc(C(F)(F)F)cc2Cl)c(N)c1S(=O)C(F)(F)F (stereo not drawn)
 : x | 28% | 4% | -16%&-17%
- Cc1cc(OC(=O)CCNC(=O)OC(C)(C)C)c2c3c(c(=O)oc2c1)CCC3
 : -1.4% | 1% | 10% | -18%
- O=C(CCCN1CCC(n2c(=O)[nH]c3ccccc32)CC1)c1ccc(F)cc1
 : -1.3%[25.6 µM] | 9%[20.6 µM] | -1%[20.6 µM] | 10%[16.8 µM]
- CC(=NCc1ccc2c(c1)OCO2)c1c(O)[nH]c(=O)[nH]c1=O
 : -2.5% | 6% | -8% | 0%
- CCS(=O)(=O)Nc1cccc(C(=C2CCCCC2)c2cnc[nH]2)c1
 : -2.6% | 13% | 18% | -14%
- Cc1ccc2c(c1)C1CN(C)CCC1N2S(=O)(=O)c1ccccc1 (stereo not drawn)
 : 0.3% | 10% | 2% | -3%
- c1ccc(-c2cc3c(nc2-c2ccccc2)CCNC3)cc1
 : x | -8%[9.22 µM] | -3%[9.22 µM] | x
- O=C1c2ccccc2C2(c3ccc(Cl)cc3)NCCN12 (stereo not drawn)
 : 0.3% | -11% | 1% | -5%
- CN1C(=O)C(Cc2ccsc2)C(=O)N(C)C1=O
 : 12% | -7% | 4% | -10%
- O=C1c2ccccc2-c2cccc3cccc1c23
 : x | -3% | 0% | 5%
- c1cnc(N2CC3(CCNCC3)C2)nc1
 : -1.7%[11.4 µM] | -1% | 6% | x
- c1cncc(CNC2=NCCCCC2)c1
 : 1.1% | -6% | 2% | 10%
- CCOC(=O)C1CN(C)CCC1=O (stereo not drawn)
 : 2.3% | 10% | -2% | -15%
- NCCc1ccc(O)cc1
 : -0.4%&-1.1%&4.4% | -4%&12%&14% | -11% | -12%&-4%&1%&-10%
- ClCC(Cl)CCl
 : -1.3% | 9% | 12%[1.84 µM] | 10%
- C=C(C)C#N
 : 3.4% | 15% | 4%[1.84 µM] | -7%

An excerpt, so the mix of outcomes need not match the whole.
